High-throughput results as filed in PubChem.
Granule exo inh: LAMP-1 surface exposure blockers, TALL-104 cells – cell-based, flow cytometry, MLPCN library, primary screen. actives 0.66% (n = 360,000). inhibition, % at 10 µM. TALL-104 LAMP-1 surface exposure; cells stimulated with thapsigargin and PMA. AID 651702, 2012;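 active means inhibition above about 55%, limit read from the data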
hiPSC survival: enhancers of single-cell hiPSC survival, primary screen, ATPlite luminescence. 100% = ROCK inhibitor wells, 0% = DMSO. survival enhancement, % at 20 µM. actives 0.044% (n = 360,000); in the data active means survival enhancement above about 18%;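 further: cells exposed to compounds for 16 hours before the ATP read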
H9c2 protect: cardioprotection against H2O2-induced cell death, primary screen, uHTS, H9c2 cells, ATPLite luminescence | H9c2 cardiomyocytes, H2O2 injury protection, 2 h | protection from H2O2 cell death, % at 20 µM | actives 0.63% (n = 360,000);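 active means compounds giving at least 50% protection of heart cells from peroxide-induced death in the single-dose screen, raw or plate-pattern-corrected value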;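 further: 0% = DMSO wells with peroxide and 100% = DMSO wells without peroxide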
aDG glyco up: activators of alpha-DG glycosylation, primary screen, uHTS, Pro5-aDG cells, AlphaScreen. alpha-DG glycosylation AlphaScreen (IIH6); 0% Pro5, 100% B10-LARGE cell signal. activation, % at 10 µM. actives 0.22% (n = 360,000). AID 624168, 2012;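 active means activation of at least 8% versus controls, or a plate z-score of at least 8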;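 further: Pro5 are CHO cells carrying HIG-tagged alpha-DG that lacks glycosylation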
PDI turbidity: inhibitors of human PDI, primary screen, biochemical, turbidity, single point, plate reader. Protein disulfide-isomerase (Homo sapiens), P07237. PDI insulin aggregation turbidity, A650, 90 min. inhibition, % at 10 µM. actives 0.052% (n = 350,000). AID 588391, 2011;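 active means mean inhibition across replicates of 30% or more, whatever share of single replicates reach that level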;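 further: absorbance from insulin aggregation driven by PDI reduction with DTT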
Target sequence (P07237 whole entry, looked up): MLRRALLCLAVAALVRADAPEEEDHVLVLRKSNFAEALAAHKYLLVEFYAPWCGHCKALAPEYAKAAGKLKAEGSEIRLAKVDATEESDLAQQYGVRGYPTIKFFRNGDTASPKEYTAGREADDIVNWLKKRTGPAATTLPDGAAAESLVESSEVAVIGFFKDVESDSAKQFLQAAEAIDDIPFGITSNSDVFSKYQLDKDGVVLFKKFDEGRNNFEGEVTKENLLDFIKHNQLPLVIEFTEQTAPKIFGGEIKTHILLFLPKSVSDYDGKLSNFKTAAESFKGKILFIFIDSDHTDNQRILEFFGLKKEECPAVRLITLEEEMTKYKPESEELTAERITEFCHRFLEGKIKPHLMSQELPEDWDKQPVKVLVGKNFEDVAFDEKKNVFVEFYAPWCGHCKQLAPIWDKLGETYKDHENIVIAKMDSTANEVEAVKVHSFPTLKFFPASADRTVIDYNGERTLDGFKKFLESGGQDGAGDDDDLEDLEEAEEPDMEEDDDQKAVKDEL
ABCB6 inh 2: ABCB6 transporter inhibitors, primary screen, K562-ABCB6 cells, flow cytometry, MLPCN library; ATP-binding cassette sub-family B member 6 (Homo sapiens), Q9NP58; K562-ABCB6 porphyrin accumulation, 1 h; hits give low values; fluorescence ratio to DMSO, % at 10 µM; actives 0.19% (n = 360,000);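 active means fluorescence ratio to DMSO below 75%, the collection mean minus 3 SD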;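 further: signal is porphyrin accumulated inside mitochondria; 100% equals median channel fluorescence of DMSO control wells; lower ratio means ABCB6 inhibition with less porphyrin fluorescence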
Vif inh: HIV Vif self-association inhibitors, primary screen, imaging, HEK293T, single point; HEK293T cells, Vif self-association by quenched fluorescence, 24 h; inhibition, % at 7.49 µM; actives 0.35% (n = 340,000); in the data active means inhibition above about 50%, passing the limit was not always enough; further: some results filed as inactive read as strong as hits
N-glyco inh: increase of ERlucT glycosylation luciferase signal, primary screen, N-linked glycosylation inhibitor project, D54 ERlucT cells, luminescence, set 2. reporter increase, % at 12.5 µM. AID 588692, 2011. D54 ERlucT glycosylation luciferase reporter, 24 h; percent of 100 nM tunicamycin response. actives 0.23% (n = 360,000);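 active means mean luciferase reporter signal, scaled so untreated is 0 and the glycosylation-blocking control 100, at or above a set limit in every replicate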;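 further: luciferase carries N-glycosylation sites so blocking glycosylation raises the light; 0% = median of neutral control wells and 100% = median of 100 nM tunicamycin wells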
HTR2A ag: mouse Htr2a agonists via beta-arrestin recruitment, primary screen, cell-based, luminescence | CHO-K1 mHTR2A beta-arrestin complementation; percent of 30 µM serotonin response | actives 0.66% (n = 360,000) | activation, % at 7.6 µM | AID 624169, 2012 | 5-hydroxytryptamine receptor 2A (Mus musculus), P35363;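 active means activation above a run cutoff, the mean activation of all tested compounds plus 3 SD, cut at about 14% in these data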;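 further: 0% = plate median of compound wells and 100% = 30 µM serotonin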
Target sequence (P35363 whole entry, looked up): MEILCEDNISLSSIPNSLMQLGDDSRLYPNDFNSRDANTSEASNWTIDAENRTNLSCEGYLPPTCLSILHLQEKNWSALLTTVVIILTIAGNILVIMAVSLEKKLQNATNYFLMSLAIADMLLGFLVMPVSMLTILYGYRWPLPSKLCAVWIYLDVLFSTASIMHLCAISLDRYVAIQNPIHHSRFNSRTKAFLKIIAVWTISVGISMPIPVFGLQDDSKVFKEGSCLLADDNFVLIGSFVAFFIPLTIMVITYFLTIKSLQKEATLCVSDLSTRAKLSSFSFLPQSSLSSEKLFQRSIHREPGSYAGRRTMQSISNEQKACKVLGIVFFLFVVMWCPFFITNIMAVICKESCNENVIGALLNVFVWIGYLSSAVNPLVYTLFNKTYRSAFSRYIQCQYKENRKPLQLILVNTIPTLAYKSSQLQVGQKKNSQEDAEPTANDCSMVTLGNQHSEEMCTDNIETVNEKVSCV
CaV13 FRET inh: Primary screen for inhibitors of IQ motif and Ca2+-dependent inactivation inhibitor domain binding in CACNA1D, Förster resonance energy transfer in living cells, …. HEK cells, CFP/YFP FRET ICDI-IQ, plate reader, 10 min; percent FRET-ratio fall versus neutral wells. inhibition, % at 12.3 µM. actives 0.098% (n = 340,000). AID 743397;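 active means mean replicate inhibition of at least 30% and at least 1% of replicates passing that level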;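 further: 0% = median of the neutral control wells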
* hit, by the source's call; . = no result given; & = joins results of further samples.

SMILES | Granule exo inh | hiPSC survival | H9c2 protect | aDG glyco up | PDI turbidity | ABCB6 inh 2 | Vif inh | N-glyco inh | HTR2A ag | CaV13 FRET inh
Cc1ccc(S(=O)(=O)N(OCc2ccccc2)C(C)C(=O)O)cc1 (stereo unspecified) | -3.1 | -0.7 | 6.3 | -0.2 | 3.4 | 97.0 | -2.3 | -0.4 | 7.8 | -3.1
COc1cc(CNCc2cccc(OC)c2OC)cc(OC)c1 | -5.7 | 0.0 | -2.3 | 0.6 | 5.3 | 91.0 | -4.9 | -1.1 | 5.6 | -4.3
O=C(NCCN1CCOCC1)c1cc(-c2cccs2)on1 | -2.2 | -1.6 | 4.1 | -0.5 | 4.2 | 100.0 | 3.6 | 19.5 | -1.4 | -5.6
COC(=O)c1ccc(C(=O)OC)c(-n2c(=O)c3ccccc3c3ccccc3c2=O)c1 | -2.5 | -0.8 | -5.7 | -0.3 | 4.7 | 102.0 | 2.5 | 10.5 | 0.7 | -3.3
CCS(=O)(=O)c1nn2c(N)c(/C=C3/C=CC(=O)C(OC)=C3)c(=O)nc2s1 | -1.0 | 0.0 | 0.6 | -0.2 | 6.4 | 97.0 | 3.1 | 1.3 | -0.1 | -6.3
COc1cccc(-c2nnc(NC(=O)Cc3cccs3)s2)c1 | -2.0 | -0.5 | -10.7 | -0.1 | 2.9 | 94.0 | -0.9 | 1.3 | 9.7 | -4.6
COc1ccc(S(=O)(=O)N2CCC(C(=O)NCCC(=O)NC3CC3)CC2)cc1 | 1.3 | 0.0 | 1.2 | -0.5 | -5.6 | 96.0 | -3.3 | -1.0 | 4.6 | -4.6
Cc1cc(O)c2c(-c3ccccc3)cc(=O)oc2c1 | -0.5 | -0.4 | 7.2 | -0.3 | -5.1 | 79.0 | . | 1.0 | -0.3 | -5.3
CCc1nc(=O)c(-c2ccccc2)c(C)n1-c1ccccc1 | -4.4 | 0.8 | 0.2 | 0.0 | 6.4 | 82.0 | 14.8 | 0.4 | 8.8 | -2.0
Cc1cccc(C)c1NC(=O)CNC(=O)C(C)N1CCN(c2cccc(Cl)c2)CC1 (stereo unspecified) | -13.5 | -0.6 | 5.1 | 0.2 | -5.7 | 97.0 | -3.9 | 1.2 | -1.8 | -6.0
CCCCn1c(N)c(N(CCOC)C(=O)c2oc3ccc(OCC)cc3c2C)c(=O)[nH]c1=O | -3.8 | -0.4 | 10.9 | -0.3 | 6.7 | 101.0 | -6.5 | -2.1 | -3.2 | -6.2
NC(=O)NC(=O)COC(=O)c1cccnc1Nc1ccccc1F | -0.9 | -0.2 | 5.0 | 0.0 | 7.0 | 99.0 | 0.1 | 0.4 | 4.4 | -3.2
CS(=O)(=O)N(CC(=O)N1CCN(c2cccc(Cl)c2)CC1)C1CCCCC1 | 2.0 | -1.8 | -8.4 | 0.3 | 3.7 | 92.0 | -7.3 | 2.5 | -3.7 | .
CCn1ccc(C(=O)NC2=NCCS2)n1 | -7.7 | 2.7 | 1.6 | 0.2 | 5.3 | 99.0 | -0.5 | -0.1 | 1.0 | -2.3
CCOC(=O)C/C(C)=N/NC(=O)C1CC1(c1ccccc1)c1ccccc1 (stereo unspecified) | -1.5 | -0.1 | 0.7 | 0.2 | -5.8 | 105.0 | -1.2 | -3.3 | 4.7 | -2.5
Cn1c(=O)c2c(nc(SCC(=O)Nc3ccccc3)n2C)n(C)c1=O | 4.2 | -1.8 | 7.5 | 0.0 | . | 102.0 | 2.1 | 0.9 | -2.1 | -2.1
CC(C)N1CC(C(=O)Nc2ccc(Cl)cc2Cl)CC1=O (stereo unspecified) | 0.3 | 2.6 | 11.4 | -0.2 | 1.3 | 96.0 | . | 0.6 | -0.7 | -11.2
CCC(C)c1ccccc1NC(=O)c1cccc(-n2cnnn2)c1 (stereo unspecified) | -3.0 | 1.0 | -5.5 | 0.0 | -26.5 | 96.0 | 2.4 | 1.0 | -0.5 | -3.5
O=C(N/N=C/c1ccc(-c2ccccc2[N+](=O)[O-])o1)[C@H]1C[C@@H]1c1ccccc1 | -0.3 | 1.5 | -0.9 | -0.1 | -0.1 | 101.0 | -0.4 | 7.8 | -5.2 | -2.9
CC1CCC2CCCCC2N1C(=O)c1cc([N+](=O)[O-])cc([N+](=O)[O-])c1 (stereo unspecified) | -5.2 | -0.1 | 4.6 | 0.3 | 6.9 | 95.0 | -5.0 | -0.6 | -0.5 | -2.7
Cc1ccc(NC(=O)C2CCCN(C(=O)c3ccc(Cl)cc3)C2)cc1 (stereo unspecified) | -4.7 | -1.3 | -6.8 | 7.6 | -4.9 | 98.0 | -2.9 | -0.9 | -5.5 | -4.6
CN(C)S(=O)(=O)n1cnc(-c2ccccc2)c1-c1ccccc1 | 36.5 | 3.3 | -3.2 | 0.2 | -2.0 | 94.0 | -2.6 | -1.2 | -8.6 | -6.2
CSc1ccc(S(=O)(=O)N2CCCC2)cc1 | -0.5 | 0.7 | -22.8 | 0.0 | 4.7 | 104.0 | 12.0 | -0.6 | -2.1 | .
Cc1nc2c(=O)[nH]c(=S)[nH]c2[nH]c1=O | -5.8 | -0.1 | -3.2 | 0.0 | -2.3 | 98.0 | -1.9 | 0.3 | -2.5 | -5.0
Cc1ccsc1C(=O)N(Cc1nnc(-c2ccccc2Cl)o1)C1CC1 | -0.5 | -0.1 | -10.0 | 0.1 | -0.7 | 98.0 | -13.8 | -1.1 | -7.5 | -10.9
CCC(C)c1ccccc1N=Cc1ccc2c(c1)OCO2 (stereo unspecified) | 9.1 | -0.5 | 6.3 | -0.2 | -4.2 | 94.0 | 28.2 | 2.7 | 0.5 | -2.6
C[C@@H]1CN([C@@H](C)CO)C(=O)c2cc(-c3ccccc3F)cnc2O[C@H]1CN(C)Cc1cccc(F)c1 | -0.6 | -0.5 | 8.4 | 0.2 | -3.8 | 100.0 | . | -5.1 | 8.9 | -2.7
CC1CCN(c2ccc(NC(=O)c3cccnc3Cl)cc2)CC1 | -0.6 | -0.4 | 1.2 | 0.2 | -0.5 | 91.0 | 1.8 | 0.3 | 0.7 | -5.0
CS/C(=N\S(=O)(=O)c1cccs1)Nc1ccc(N2CCOCC2)cc1 | -2.0&5.9 | 0.1&0.0 | -5.2&-5.5 | 0.1&-0.1 | -9.5&-2.7 | 94.0&101.0 | 12.8&7.2 | -1.4&-0.1 | 0.6&-0.8 | -2.2
COc1ccc(N2C(=O)CC(NNc3ncc(Cl)cc3Cl)C2=O)cc1 (stereo unspecified) | -4.9 | -0.2 | -2.7 | -0.2 | 5.1 | 104.0 | 0.1 | 0.5 | -2.1 | .

Reformatted: results already given.
Structure: Cc1nc2c(=O)[nH]c(=S)[nH]c2[nH]c1=O
  Granule exo inh: -5.8
  hiPSC survival: -0.1
  H9c2 protect: -3.2
  aDG glyco up: 0.0
  PDI turbidity: -2.3
  ABCB6 inh 2: 98.0
  Vif inh: -1.9
  N-glyco inh: 0.3
  HTR2A ag: -2.5
  CaV13 FRET inh: -5.0
Structure: Cc1ccsc1C(=O)N(Cc1nnc(-c2ccccc2Cl)o1)C1CC1
  Granule exo inh: -0.5
  hiPSC survival: -0.1
  H9c2 protect: -10.0
  aDG glyco up: 0.1
  PDI turbidity: -0.7
  ABCB6 inh 2: 98.0
  Vif inh: -13.8
  N-glyco inh: -1.1
  HTR2A ag: -7.5
  CaV13 FRET inh: -10.9

(continued)
SMILES | Granule exo inh | hiPSC survival | H9c2 protect | aDG glyco up | PDI turbidity | ABCB6 inh 2 | Vif inh | N-glyco inh | HTR2A ag | CaV13 FRET inh
CCc1ccccc1NC(=O)CN1CCN(C(=O)CN2C(=O)NC3(CCCCC3C)C2=O)CC1 (stereo unspecified) | 0.2 | -0.5 | -0.4 | 0.0 | -1.2 | 90.0 | -5.9 | 1.3 | -5.1 | -1.7
Cc1cc(=O)c2ccccc2n1Cc1ccccc1 | 1.6 | -2.5 | -26.2 | 0.5 | -4.0 | 96.0 | -21.2 | -6.7 | 7.3 | 6.2
COc1ccc(C(=O)OC(C)C(=O)NC(C)CCc2ccccc2)c(OC)c1 (stereo unspecified) | 58.4* | -0.1 | 2.3 | 0.0 | -6.1 | 94.0 | 7.4 | -1.4 | 4.8 | -1.9
CCn1c2c(c3cc(Br)ccc31)CCC/C2=N\O | 5.9 | 0.1 | -18.5 | -0.1 | -2.6 | 104.0 | -1.5 | -1.5 | -4.5 | -9.3
FC(F)(F)Oc1ccc(-c2cn3cccnc3n2)cc1 | -6.3 | -0.4 | -10.4 | 0.0 | -4.7 | 100.0 | -6.6 | -0.6 | -3.5 | -3.2
NC(=O)Cn1c(=O)n(CCC(=O)NCCSCc2ccccc2)c(=O)c2ccccc21 | 1.1 | 0.0 | 5.8 | -0.1 | 4.7 | 99.0 | 3.3 | -0.8 | 7.9 | 6.4
CCOc1cccc2cc(C(=O)NCc3ccc(C)cc3)c(=N)oc12 | 1.2 | 0.0 | -4.7 | -0.1 | -5.5 | 94.0 | 10.1 | 1.0 | -1.2 | -7.1
Cc1ccc(/C=N/NC(=O)c2ccncc2)s1 | -1.2 | -0.1 | -1.5 | -0.2 | -9.6 | 100.0 | 15.4 | 1.9 | -0.9 | 4.8
Cc1cccc2c(C(=O)N3CCN(C(=O)c4ccco4)CC3)cc(-c3cccc(Br)c3)nc12 | 16.4 | 0.1 | -15.5 | 0.1 | 3.3 | 87.0 | -4.9 | -9.0 | -7.8 | -0.7
CC(=O)N1CCN(c2ccc(NC(=O)c3cc4ccccc4o3)cc2)CC1 | -1.2 | 1.3 | 6.4 | 0.0 | 6.0 | 99.0 | -4.4 | 0.2 | 1.0 | -28.6
C=CCn1c(COc2ccc(Cl)cc2)nnc1SCC(=O)c1c(N)n(C)c(=O)n(C)c1=O | -1.1 | 5.6 | -4.1 | 0.1 | 0.5 | 96.0 | -3.2 | -0.2 | 0.5 | -5.5
CN1CCN(c2ccccc2NC(=O)C(Cc2ccccc2)n2cccc2)CC1 (stereo unspecified) | 4.7 | -0.6 | 15.9 | 3.2 | . | 97.0 | 1.5 | -2.6 | -0.9 | -3.3
Cc1cccc(-c2nnc(SCc3ccccc3)o2)c1 | 0.1 | 5.3 | -16.4 | -0.2 | -4.7 | 97.0 | -3.4 | -1.0 | 1.1 | .
CCN(CC)C(=O)Cn1cnc2sc(C(=O)N3CCN(Cc4ccc5c(c4)OCO5)CC3)c(C)c2c1=O | -0.9 | -1.4 | -3.8 | 0.1 | -4.9 | 100.0 | -1.6 | -0.3 | 1.0 | -5.7
CCc1nc2ccc(C(=O)NCCc3c[nH]c4ccccc34)cn2c1N(C)Cc1ccc(N(C)C)cc1 | 11.3 | -3.5 | 17.5 | 0.3 | 13.0 | 95.0 | 7.1 | -3.5 | -1.8 | -6.1
Cc1ccc2nc(Cl)c3cc(C(=O)NCCCN4CCCC4)sc3c2c1 | 6.2 | -4.8 | 10.9 | 0.7 | 3.5 | 100.0 | 4.1 | 2.0 | 2.5 | -5.2
